Bioassay records (PubChem BioAssay)
KLK5 inh – inhibitors of human kallikrein 5 | 0.59% of 210,000 active | AID 873 | recombinant hK5, fluorogenic AMC substrate cleavage | inhibition, % at 5 µM;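 active = inhibition of 40% or more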;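 also: 0% = enzyme controls without compound and 100% = no-enzyme blanks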
Target sequence (Q9Y337 67-293 limits assumed): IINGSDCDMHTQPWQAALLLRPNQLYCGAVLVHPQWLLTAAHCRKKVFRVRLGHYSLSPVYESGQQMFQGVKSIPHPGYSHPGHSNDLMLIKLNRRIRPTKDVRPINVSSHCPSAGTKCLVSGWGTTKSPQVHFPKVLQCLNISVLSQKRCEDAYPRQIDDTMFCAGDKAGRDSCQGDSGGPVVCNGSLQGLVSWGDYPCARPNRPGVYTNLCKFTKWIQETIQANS
Runt-SMMHC FRET – blocks binding of human RUNX1 Runt domain to CBFb-SMMHC | Q01196+Q13951 | Cerulean-Runt/Venus-CBFb-SMMHC FRET ratio 530/480, 1 h | inhibition, % at 20 µM | 0.74% of 220,000 active | AID 1434;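 active = mean inhibition across duplicate retests at 20 µM reaching about 50%, limit read from the data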;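 also: 0% = DMSO wells and 100% = wells with excess untagged CBFb-SMMHC; inhibitors lower the FRET ratio by blocking Runt binding to CBFb-SMMHC; some results filed as inactive read as strong as hits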
Runt-CBFb FRET – Runt domain-CBFb interaction inhibition; Cerulean-Runt/Venus-CBFb FRET ratio 530/480, 1 h; Q01196+Q13951; 0.46% of 220,000 active; AID 1496; inhibition, % at 20 µM;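 active = inhibition over about 50% at 20 µM in the single-dose screen, limit read from the data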;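 also: 0% = DMSO wells and 100% = excess unlabeled CBFb competitor control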
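System: Cerulean-labeled Runt domain protein | Quantity: 100 nM of each labeled protein | Schedule: 1 h compound exposure, room temperature | Detection: Fluorescence energy transfer, 422 nm excitation, 530/480 nm emission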
FXIIa inh – factor XIIa (human) inhibition. purified FXIIa, Boc-QGR-AMC fluorogenic substrate, 2 h. inhibition, % at 5 µM. 0.3% of 220,000 active. AID 800; in the data active = inhibition above about 40%;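 also: 0% = enzyme with no compound and 100% = blank without enzyme; many of its hits are not listed in these tables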
Thrombin inh – inhibitors of human thrombin; P00734; 0.26% of 220,000 active; inhibition, % at 5 µM; alpha-thrombin, Boc-VPR-AMC fluorogenic substrate cleavage;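 active = inhibition at or above 40%; inactive = inhibition below 40%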;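 also: 0% = enzyme with no compound and 100% = wells without enzyme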
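Material: human alpha-thrombin protein; Also added: Boc-VPR-AMC substrate, 15 µM final; Timing: enzyme reaction carried out at room temperature; Signal: fluorescence, ex 355 nm, em 460 nm; Measure: % inhibition of thrombin; Controls: enzyme without compound as high, wells lacking enzyme as low.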
14-3-3 Bad inh – disrupts binding of bovine 14-3-3 zeta to phospho-Bad peptide | TR-FRET 14-3-3zeta/Dy647-pBad peptide displacement, 1 h | 0.71% of 220,000 active | inhibition, % at 21.7 µM | P63103;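 active = inhibition above about 70%, limit read from the data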;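 also: 0% = full 14-3-3 plus peptide FRET controls and 100% = background without 14-3-3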
FXIa inh 1536 – inhibitors of human coagulation factor XIa. purified FXIa, Boc-Glu-Ala-Arg-AMC fluorogenic substrate. inhibition, % at 5 µM. 0.14% of 220,000 active;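 active = inhibition of at least 40%; inactive = inhibition below 40%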;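 also: fluorescence of freed AMC excited at 355 nm; 0% = enzyme without compound and 100% = no enzyme blank; many of its hits are not listed in these tables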
Target sequence (P03951 19-387 limits assumed): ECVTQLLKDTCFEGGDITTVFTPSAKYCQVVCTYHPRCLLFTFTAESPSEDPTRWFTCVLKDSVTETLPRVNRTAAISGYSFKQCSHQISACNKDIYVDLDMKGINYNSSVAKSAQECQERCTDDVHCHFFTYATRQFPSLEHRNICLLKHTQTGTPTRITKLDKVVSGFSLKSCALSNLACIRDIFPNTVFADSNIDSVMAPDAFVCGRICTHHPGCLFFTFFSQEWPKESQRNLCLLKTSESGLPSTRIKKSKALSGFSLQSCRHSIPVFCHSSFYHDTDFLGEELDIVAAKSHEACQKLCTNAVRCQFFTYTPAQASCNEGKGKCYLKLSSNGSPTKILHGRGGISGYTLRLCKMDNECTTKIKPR
Target sequence (P03951 388-625 limits assumed): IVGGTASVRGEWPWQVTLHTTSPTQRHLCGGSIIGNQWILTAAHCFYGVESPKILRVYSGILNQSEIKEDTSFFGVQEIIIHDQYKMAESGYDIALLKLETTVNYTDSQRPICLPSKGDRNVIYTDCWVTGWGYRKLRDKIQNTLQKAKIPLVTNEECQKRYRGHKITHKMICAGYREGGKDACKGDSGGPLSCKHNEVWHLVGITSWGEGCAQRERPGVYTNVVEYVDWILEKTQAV
Hck Nef HTS – inhibitors of human Hck kinase activated by Nef; P08631; Recombinant Hck-YEEI plus Nef, Z-Lyte FRET kinase assay; inhibition, % at 20 µM; 0.68% of 220,000 active; AID 463187;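 active = Hck-Nef kinase inhibition above about 50%, limit read from the data; inactive = inhibition below that limit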;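 also: 0% = DMSO with Hck plus Nef and 100% = Hck alone without Nef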
Wee1 degr inh – human Wee1 degradation inhibition, primary screen; P30291; HeLa Luc-Wee1K328M stability, luciferase luminescence; 100% = proteasome inhibitor MG132 effect; reporter increase, % at 5 µM; 1.2% of 220,000 active; AID 1321;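 active = activation above the mean of all tested compounds plus 3 SD, set per screening run, cut at about 8.8% in these data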;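 also: cells exposed to compound for 20 h before luminescence read; 0% = DMSO alone and 100% = MG132 at 30 µM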
Numbers without * were called inactive; / = not tested or not shown; [ ] = another dose, or the depositor's remark.

canonical_smiles,KLK5 inh,Runt-SMMHC FRET,Runt-CBFb FRET,FXIIa inh,Thrombin inh,14-3-3 Bad inh,FXIa inh 1536,Hck Nef HTS,Wee1 degr inh
O=C1CCC([N+](=O)[O-])C(c2cccc([N+](=O)[O-])c2)N1 (stereo not given),-13,-1,/,8,3,45,-2,-5,-3
Cc1ncc(CO)c(/C=N/NC(=S)Nc2cccc(Cl)c2)c1O,-41,30,15,-9,-7,-10,-9,-61,-1
CCN(CC(O)CON=C1c2ccccc2-c2ccccc21)S(=O)(=O)c1ccc(Cl)cc1 (stereo not given),-4,2,-1,20,-5,15,22,1,-1
Cc1cc2sc3ccccc3c(=O)c2c(C)c1O,-5,-73,-23,8,-12,-16,-2,35,-1
O=C(CSc1nnc2scc(-c3ccccc3)n12)Nc1nsc(-c2ccccc2)n1,36,-10,-1,11,16,69,8,9,-2
CCc1ccccc1OCc1nc2ccc(S(=O)(=O)N3CCOCC3)cc2[nH]1,-11,1,-1,-5,-9,-9[fluorescence artefact?],-9,1,-1
CSCCC(NS(=O)(=O)c1ccc(Cl)cc1)C(=O)O (stereo not given),21,0,2,9,-5,-6,0,23,-1
COc1ccc2c(CC(=O)Nc3ccc(OC)nc3)coc2c1,-3,-3,-2,7,-23,-10,-8,18,-1
CC1(C)CC(NC(=S)NC2CC2)CC(C)(C)N1,/,-12,1,4,-6,-3,-3,-4,-1
O=C1CC(N(C(=O)c2ccco2)c2cccc(Cl)c2)C(=O)N1c1cccc(Cl)c1 (stereo not given),9,1,2,5,-8,1,-2,2,2
CC(=O)Oc1ccc(NC(=O)Cc2ccccc2)cc1,4,2,3,10,-1,-3,2,6,2
CCCNNC(=O)C(O)(c1cccc(C)c1)c1cccc(C)c1,-22,-1,0,3,-8,-10,-6,2,1
Cc1ccc2[nH]c3c(c2c1)CCNC3=O,/,0,1,12,0,-2,3,9,0
Cc1ccccc1-c1nc(CS(=O)(=O)CC(=O)NCc2ccc3c(c2)OCO3)c(C)o1,0,3,0,12,-1,6,3,18,-1
CCc1ccc(OCC(=O)N/N=C/c2cc([N+](=O)[O-])ccc2N2CCCCCC2)cc1,-7,-19,-12,2,2,-2,2,0,2
Cc1ccc(NC(=O)CSCC(=O)O)cc1,0,0,0,5,-10,5,-3,25,2
Cc1ccc(C)c(NC2=NCC(=O)N2C2CCCCC2)c1,0,-2,-1,3,-12,42,3,11,1
O=C(NC(c1ccc(Cl)cc1)c1cc(Cl)c2cccnc2c1O)c1cccnc1 (stereo not given),-78,-211,-145,13,1,6[fluorescence artefact?],8,-1,-3
O=C1CN(C(=O)COC(=O)/C=C/c2ccc(OC(F)F)cc2)c2ccccc2N1,15,-3,0,1,-8,3[fluorescence artefact?],4,1,2
CN(C)c1oc(COc2ccccc2F)nc1C#N,3,-4,-1,-1,-9,0,-3,7,-1

Reformatted as labelled records: two of the compounds above
Cc1ccc(NC(=O)CSCC(=O)O)cc1
- KLK5 inh = 0
- Runt-SMMHC FRET = 0
- Runt-CBFb FRET = 0
- FXIIa inh = 5
- Thrombin inh = -10
- 14-3-3 Bad inh = 5
- FXIa inh 1536 = -3
- Hck Nef HTS = 25
- Wee1 degr inh = 2

O=C1CCC([N+](=O)[O-])C(c2cccc([N+](=O)[O-])c2)N1 (stereo not given)
- KLK5 inh = -13
- Runt-SMMHC FRET = -1
- Runt-CBFb FRET = /
- FXIIa inh = 8
- Thrombin inh = 3
- 14-3-3 Bad inh = 45
- FXIa inh 1536 = -2
- Hck Nef HTS = -5
- Wee1 degr inh = -3

New compounds follow
canonical_smiles,KLK5 inh,Runt-SMMHC FRET,Runt-CBFb FRET,FXIIa inh,Thrombin inh,14-3-3 Bad inh,FXIa inh 1536,Hck Nef HTS,Wee1 degr inh
COc1ccc(-c2cc3ccccc3n2CC(O)CN2CCOCC2)cc1 (stereo not given),-1,4,-3,12,-1,0,1,-11,2
CCOC(=O)C1(Cc2ccccc2C(F)(F)F)CCN(Cc2ccc(COC)o2)CC1,0,1,-4,4,1,1,-2,8,-1
O=C(NC1CC1)c1cccc(Nc2ccc(-c3ccc4c(c3)OCCO4)nn2)c1,3,0,0,9,26,-2,13,4,2
CCOc1ccccc1NC=C1C(=O)OC(C)(C)OC1=O,-2,-9,-5,18,1,14,5,2,0
COc1ccc(C(=O)NN(C)c2nc(-c3ccccc3)cc(C)c2S(C)(=O)=O)cc1,-1,0,0,12,0,-5,1,-23,-1
NS(=O)(=O)c1ccc(CCNC(=O)CSc2cccs2)cc1,-1,/,/,5,-1,-10,-4,19,1
S=c1[nH]nc(-c2ccc3ncccc3c2)n1-c1ccc2c(c1)OCCO2,-11,28,10,3,6,-6,-3,20,-2
CC(Sc1nnc(C(C)N(C)C)n1-c1ccc(Cl)cc1)C(=O)Nc1ccc2c(c1)OCO2 (stereo not given),12,-4,4,10,-2,13,-4,1,0
Cc1ccccc1-c1n[nH]c(=S)n1/N=C/c1c(C)nn(-c2ccccc2)c1C,-2,13,11,-1,-2,-11[fluorescence artefact?],2,2,1
CCOC(=O)Nc1nnc(-c2cccc(OC)c2)s1,-6,1,-1,2,-3,32,-10,0,-1
Cc1ccc(S(=O)(=O)CCc2nc3ccccc3s2)cc1,8,2,2,15,11,-6,4,-4,0
COc1ccc(CN2C(=O)CN=C2Nc2ccc(C)cc2C)cc1,4,-212,2,9,-2,5,2,1,1
Cn1c(CNC(=O)c2ccccc2F)nnc1SCCOc1ccccc1,-14,2,-1,1,4,-4,-2,3,-2
COc1ccc(-n2nc(N)c3c(=O)oc(N(C)C)nc32)cc1,6,-1,2,12,-1,5,1,0,0
COc1ccc(C(C)=O)cc1COC(=O)Cn1cnc2ccccc2c1=O,-19,-3,-1,17,-1,-7,8,1,0
CCn1nc(NC(=O)c2cccs2)c2cc3ccccc3nc21,-5,24,14,2,/,3,1,15,1
CCc1cccc(CC)c1-n1c(SCC(=O)c2c(N)n(C)c(=O)n(C)c2=O)nnc1-c1cccnc1,-7,5,0,5,-2,13[fluorescence artefact?],3,2,-2
COC(=O)c1c(N)sc(C(C)=O)c1C,-3,0,0,12,1,-1,6,1,-3
O=C(Cc1c[nH]c2ccccc12)NCc1ccc(Cl)cc1,-20,1,-2,10,-5,-25[fluorescence artefact?],2,3,-2
C=CCNc1ncnc2ccc(Br)cc12,-3,2,1,2,-3,30[fluorescence artefact?],0,1,-2

4 records picked at random from the list so far, as already listed:
canonical_smiles,KLK5 inh,Runt-SMMHC FRET,Runt-CBFb FRET,FXIIa inh,Thrombin inh,14-3-3 Bad inh,FXIa inh 1536,Hck Nef HTS,Wee1 degr inh
COC(=O)c1c(N)sc(C(C)=O)c1C,-3,0,0,12,1,-1,6,1,-3
CCOC(=O)C1(Cc2ccccc2C(F)(F)F)CCN(Cc2ccc(COC)o2)CC1,0,1,-4,4,1,1,-2,8,-1
NS(=O)(=O)c1ccc(CCNC(=O)CSc2cccs2)cc1,-1,/,/,5,-1,-10,-4,19,1
COc1ccc(-n2nc(N)c3c(=O)oc(N(C)C)nc32)cc1,6,-1,2,12,-1,5,1,0,0

In another format: entries from further up
mol: Cc1ccccc1-c1n[nH]c(=S)n1/N=C/c1c(C)nn(-c2ccccc2)c1C
- KLK5 inh: -2
- Runt-SMMHC FRET: 13
- Runt-CBFb FRET: 11
- FXIIa inh: -1
- Thrombin inh: -2
- 14-3-3 Bad inh: -11[fluorescence artefact?]
- FXIa inh 1536: 2
- Hck Nef HTS: 2
- Wee1 degr inh: 1

mol: Cn1c(CNC(=O)c2ccccc2F)nnc1SCCOc1ccccc1
- KLK5 inh: -14
- Runt-SMMHC FRET: 2
- Runt-CBFb FRET: -1
- FXIIa inh: 1
- Thrombin inh: 4
- 14-3-3 Bad inh: -4
- FXIa inh 1536: -2
- Hck Nef HTS: 3
- Wee1 degr inh: -2

mol: CCOC(=O)Nc1nnc(-c2cccc(OC)c2)s1
- KLK5 inh: -6
- Runt-SMMHC FRET: 1
- Runt-CBFb FRET: -1
- FXIIa inh: 2
- Thrombin inh: -3
- 14-3-3 Bad inh: 32
- FXIa inh 1536: -10
- Hck Nef HTS: 0
- Wee1 degr inh: -1

Continued:
canonical_smiles,KLK5 inh,Runt-SMMHC FRET,Runt-CBFb FRET,FXIIa inh,Thrombin inh,14-3-3 Bad inh,FXIa inh 1536,Hck Nef HTS,Wee1 degr inh
O=C(/C=C/c1ccc([N+](=O)[O-])cc1)NCc1ccc2c(c1)OCO2,2,2,0,7,-6,0,-1,18,-2
NC(=O)c1c(NC(=O)C2COc3ccccc3O2)sc2c1CCN(Cc1ccccc1)C2 (stereo not given),3,137*,110*,7,-2,-6,4,25,2
Oc1ccc(Oc2ccc3c(C(F)(F)F)cc(C(F)(F)F)nc3n2)cc1,132*,-8,-3,0,4,-9,-5,1,-1
COc1cc(C(=O)Nc2ccc(NC(=O)c3ccco3)nc2)cc(OC)c1OC,-10,1,0,18,1,8,1,2,-1
Cn1cccc1C(=S)N=P(C1CCCCC1)(N1CCOCC1)N1CCOCC1,-2,-5,0,20,4,-10,4,1,-4
CCCCNC(=O)C1(NC(=O)Nc2ccccc2)CCCCC1,/,-8,0,9,-1,-9,1,1,1
CCc1ccc(NC(=O)COc2ccc(Br)cn2)cc1,-6,4,-1,4,-1,-10,2,21,1
CCC(O)CNC(=O)NC(=C(Cl)Cl)c1ccc(C)c(F)c1 (stereo not given),-5,2,1,9,-1,3,2,-8,5
CC1CCCN(C(=O)C(C)Sc2nc(-c3ccccc3)cc(C(F)(F)F)n2)C1 (stereo not given),-6,-1,-6,11,-1,0,-4,-1,1
Cc1sc2nc(CSc3nc4ccccc4s3)[nH]c(=O)c2c1C,1,-26,5,4,-5,-5,-1,47,2
COCCNC(=S)N/N=C(\C)c1ccc(Cl)s1,-23,0,-1,7,-1,-16,0,26,0
O=C(NCCN1CCCC1=O)Nc1ccccc1,-12,0,-1,10,0,17,0,-1,0
Cc1ccccc1Oc1ccc(S(=O)(=O)NCCC(=O)O)cc1,-5,-1,0,18,0,-13,6,-3,-2
CCc1ccc2c(c1)c1nnc(NN)nc1n2CC,-22,-6,-1,2,-3,-1,4,4,3
CCCNc1nc2c(c(=O)[nH]c(=O)n2C)n1CCCc1ccccc1,-23,-2,-1,11,3,-6,9,1,4
OCC1(CO)COC(c2ccccc2)=N1,2,0,-1,8,3,-8,-3,1,0
CC1CN(CCOc2ccc([N+](=O)[O-])cc2)CC(C)O1 (stereo not given),-21,3,1,14,-1,20,5,4,-1
C=CCN1C(=O)C(CC(=O)Nc2ccc(OC)cc2)SC1=Nc1ccc(S(N)(=O)=O)cc1 (stereo not given),/,0,-3,6,-1,0,-1,14,-2
COc1cc(CNC(C)(C)CO)cc(Br)c1OCc1ccc(Cl)cc1,-16,3,-2,18,-5,7[fluorescence artefact?],13,-1,-3
CCN(CC)S(=O)(=O)c1cccc(NC(=O)COc2ncnc3sccc23)c1,10,-1,0,5,0,-8,-1,2,-2

Compounds were not picked by outcome. Share with any hit: about 4.2%.
